Screens: PubChem, Sanford-Burnham Center for Chemical Genomics
EphA4 KYL inhibition – EphA4 ligand-binding antagonists – biochemical, colorimetric, mouse EphA4, primary screen (AID 689); inhibition, % at 10 µM, or IC50 in µM where a hit was titrated; 62,000 compounds, 0.1% hits; EphA4-AP binding to KYL peptide, pNPP A405; higher % means a stronger effect; in the data active means a potency from the dose series; inactive means the rest, 99 in 100 with inhibition below about 22%
An asterisk follows results filed as active. Only part of the results is shown, so the mix of outcomes need not match the whole.

SMILES	EphA4 KYL inhibition
O=C(Nc1c(-c2cccs2)nc2ccccn12)c1ccc(Cl)cc1	4.6%
